Screening results deposited in PubChem BioAssay by several laboratories.
DAX1 inh-1: NR0B1 (DAX1) inhibition; P51843; HEK293 Gal4-DAX1 luciferase reporter, luminescence; inhibition, % at 6.75 µM; 340,000 compounds, 0.99% hits; AID 504766;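 active = inhibition above the mean over all tested compounds plus 3 SD, cut at about 4.2% in these data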;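 note: 0% = DAX1-transfected cells with DMSO and 100% = empty-vector control cells with DMSO; inhibition shows as a rise in luminescence from relieved DAX1 repression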
NR1D1 modulator: modulators of human Rev-erb alpha DNA binding | P20393 | Rev-erbα–FITC-DNA binding, fluorescence polarization, 90 min | activity, % at 10 µM | 370,000 compounds, 0.79% hits;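 active = activity above about 14%, limit read from the data; passing the limit was not always enough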;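 note: 0% = DMSO wells with 35 nM protein and 100% = DMSO wells with 750 nM protein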
ADAM17 inh: ADAM17 inhibition, QFRET primary screen | recombinant ADAM17, EDANS/DABCYL FRET peptide cleavage | inhibition, % at 6.95 µM | 370,000 compounds, 0.83% hits | AID 720648;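 active = inhibition above the mean of compounds lying between control limits plus 3 SD, set per campaign, cut at about 8.5% in these data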;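 note: 0% = DMSO-only wells as the low control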
Target sequence (P78536 215-824 limits assumed): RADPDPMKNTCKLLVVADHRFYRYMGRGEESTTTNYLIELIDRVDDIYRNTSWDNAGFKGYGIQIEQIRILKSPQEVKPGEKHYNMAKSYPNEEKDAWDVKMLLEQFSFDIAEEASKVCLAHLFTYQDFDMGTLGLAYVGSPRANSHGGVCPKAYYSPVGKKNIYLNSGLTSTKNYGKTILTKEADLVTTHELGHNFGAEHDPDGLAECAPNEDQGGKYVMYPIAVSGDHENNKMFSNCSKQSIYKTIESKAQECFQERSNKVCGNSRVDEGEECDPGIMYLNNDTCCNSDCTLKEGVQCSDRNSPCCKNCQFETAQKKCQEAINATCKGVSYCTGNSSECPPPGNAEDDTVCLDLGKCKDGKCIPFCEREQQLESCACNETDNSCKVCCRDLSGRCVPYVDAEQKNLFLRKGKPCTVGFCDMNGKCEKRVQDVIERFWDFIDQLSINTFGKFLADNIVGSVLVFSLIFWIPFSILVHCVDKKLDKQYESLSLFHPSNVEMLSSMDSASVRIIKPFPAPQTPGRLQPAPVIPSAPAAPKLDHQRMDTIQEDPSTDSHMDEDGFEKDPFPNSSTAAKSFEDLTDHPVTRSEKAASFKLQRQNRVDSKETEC
PLCg1 inh: PLC-gamma1 (human) inhibition, primary screen | P19174 | purified PLC-gamma1, fluorogenic substrate, fluorescence | inhibition, % at 12.2 µM | 370,000 compounds, 0.84% hits; in the data active = inhibition above about 9.5%
MBD2 DNA inh: MBD2-methylated oligo binding inhibition | TR-FRET, MBD2 binding to methylated oligonucleotide | AID 686964 | inhibition, % at 4.4 µM | 370,000 compounds, 0.31% hits; in the data active = inhibition above about 13%
Target sequence (Q9UBB5 whole entry, looked up): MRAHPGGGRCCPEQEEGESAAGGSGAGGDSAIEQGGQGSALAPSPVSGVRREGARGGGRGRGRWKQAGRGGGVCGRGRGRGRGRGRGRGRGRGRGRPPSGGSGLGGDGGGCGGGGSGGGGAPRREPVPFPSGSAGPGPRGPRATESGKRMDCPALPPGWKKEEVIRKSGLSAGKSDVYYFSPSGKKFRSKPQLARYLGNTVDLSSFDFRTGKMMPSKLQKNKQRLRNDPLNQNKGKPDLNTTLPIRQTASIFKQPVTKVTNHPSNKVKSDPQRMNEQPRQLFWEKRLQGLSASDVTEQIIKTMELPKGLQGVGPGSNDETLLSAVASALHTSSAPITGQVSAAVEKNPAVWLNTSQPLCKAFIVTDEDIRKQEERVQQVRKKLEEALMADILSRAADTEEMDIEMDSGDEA
hcDAF12 agonist: activates DAF-12 receptor from parasite H. contortus. HEK293 hcDAF-12 lit1-tk-luc reporter, luminescence; 0% DMSO, 100% Δ7-dafachronic acid. activation, % at 6.8 µM. 370,000 compounds, 1.4% hits. AID 652067;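 active = activation above the mean of all tested compounds plus 3 SD, cut at about 5.5% in these data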;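 note: 100% = response to 3 µM Δ7-dafachronic acid high control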
DAX1 inh-2: DAX1 (NR0B1) inhibition, primary screen; inhibition, % at 6.8 µM; HEK293T StAR-luciferase reporter, SF-1/DAX-1 repression relief; AID 652010; 370,000 compounds, 1.1% hits;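 active = inhibition above the mean over all tested compounds plus 3 SD, cut at about 3.6% in these data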;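 note: 0% = DAX-1 cells with DMSO and 100% = cells lacking DAX-1 with DMSO; higher inhibition means more luminescence from relief of DAX-1 repression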
PLC-beta3 inh: blocks human PLC-beta3 enzyme activity; Q01970; Purified PLC-beta3, fluorogenic substrate, fluorescence; inhibition, % at 12.2 µM; 370,000 compounds, 0.18% hits; in the data active = inhibition above about 11%;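 note: 0% = median of compound wells on plate and 100% = full blocker control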
hgDAF-12 ag: hgDAF-12 agonism, primary luciferase screen. 370,000 compounds, 1.8% hits. AID 687014. HEK293 GAL4-hgDAF12 UAS-luciferase reporter, agonist luminescence; normalized to butyrate control. activation, % at 6.8 µM;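 active = activation above a cutoff set at the mean of all screened compounds plus 3 SD, cut at about 10% in these data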;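 note: 0% = DMSO wells and 100% = sodium butyrate wells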
SMARCA2 act: increases SMARCA2 function in MMTV reporter cells; activation, % at 9.1 µM; 370,000 compounds, 1% hits; MG213 cells, MMTV-luciferase reporter, dexamethasone, overnight; in the data active = activation above about 7.8%;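 note: 0% = vehicle wells and 100% = reference activator wells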
ssDAF12 agonist: activators of S. stercoralis DAF-12 nuclear receptor; HEK293 ssDAF-12/GRIP1 lit1-tk-luc reporter, luminescence; % of 3 µM dafachronic acid response; activation, % at 6.8 µM; 370,000 compounds, 1% hits;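 active = activation above the mean over all tested compounds plus 3 SD, cut at about 0.9% in these data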;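 note: 0% = DMSO-only wells and 100% = 3 µM delta7-dafachronic acid wells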
Starred values were filed as active, the others as inactive; i = inactive; nt = not tested or not shown; & = joins results of further samples.

SMILES	DAX1 inh-1	NR1D1 modulator	ADAM17 inh	PLCg1 inh	MBD2 DNA inh	hcDAF12 agonist	DAX1 inh-2	PLC-beta3 inh	hgDAF-12 ag	SMARCA2 act	ssDAF12 agonist
COc1ccc(-n2nc3c(c2NC(=O)C(C)Oc2ccccc2)CS(=O)(=O)C3)cc1 (stereo not drawn)	0.5	-7	-3	2	-1	-2.4	-0.3	3	1.9	4	-1.3
N#CC1(NC(=O)COC(=O)CN2C(=O)c3ccccc3C2=O)CCCCC1	1.7	-4	-2	-4	0	0.0	0.6	-6	-1.1	1	-1.1
COc1cccc(-c2cc(NC=O)c3ncc(-c4cc(OC)c(OC)c(OC)c4)n3c2)c1	nt	0	-7	-27	2	-2.3	-4.4	-41	-1.4	-3	-0.9
COc1ccc(CCNC(=O)C(F)(F)F)cc1S(N)(=O)=O	nt	-1	5	1	-6	0.9	1.1	1	0.1	-3	-1.0
O=[N+]([O-])c1ccc(Cl)c(CN2CCN(c3ncc(Cc4ccccc4)cn3)CC2)c1	nt	7	7	0	-2	-0.7	3.1	1	-2.5	-7	-0.5
O=C(O)c1cccc(S(=O)(=O)Nc2ccc3[nH]c(=O)[nH]c3c2)c1	0.5	2	-19	-21	1	0.9	-0.5	-39	2.6	-2	0.0
Cn1c(=S)n(/N=C/c2ccc3c(c2)OCO3)c2ccccc21	-0.5	-3	-3	2	1	0.8	-0.5	-1	0.2	0	-1.3
COC(=O)c1ccc(CSC2=NC[C@@H]3[C@@H]4C(=O)N(C)C(=O)[C@@H]4[C@](Cc4ccccc4)(C(=O)OC)N23)cc1	0.2	-9	-2	0	4	-1.6	0.1	2	0.6	3	-0.6
CCc1nn(C(C)C(=O)NCCN2CCCCCC2)c(=O)c2cc3occc3n12 (stereo not drawn)	0.8	1	1	-1	-2	0.3	-0.7	-9	-0.9	-1	-0.8
CS(=O)(=O)N(CC(=O)N/N=C/c1ccco1)c1ccccc1Br	-0.1	7	1	-2	-3	-0.3	0.0	4	-5.6	1	-0.9
COC(=O)CC1c2ccccc2S(=O)(=O)N1Cc1ccccc1 (stereo not drawn)	0.3	1	-3	3	-4	0.0	-0.1	0	1.9	0	-1.3
Cc1ccc(N2C(=O)CC(N(CCc3ccccc3)C(=S)Nc3ccc(N(C)C)cc3)C2=O)cc1 (stereo not drawn)	0.6	-4	2	0	2	2.0	-0.1	-14	-1.6	-3	-0.7
CCCc1cc(C(=O)NCc2ccccc2)no1	1.1	0	0	2	0	1.9	2.1	0	4.9	-2	-0.3
Cc1cccc(C)c1OC(=O)C(c1ccccc1)c1ccccc1	0.9	5	-2	-3	0	0.3	-0.5	-2	1.4	-3	-1.5
O=C(Cc1ccccc1)N/N=C/c1ccc(-c2ccc([N+](=O)[O-])cc2)o1	-1.1	-9	0	-25	-2	-0.3	0.4	-38	1.8	-1	-1.3
COc1ccc(C(C(=O)N(C)C2CCCC2)N(Cc2ccc(F)cc2)C(=O)c2csc3ccc(Cl)cc23)cc1OC (stereo not drawn)	nt	4	5	4	-5	-3.7	-0.6	-3	-1.4	-6	-1.7
Cc1nc(Nc2ccccc2C(F)(F)F)sc1C(=O)N(C)C	0.3	-2	-4	-1	3	-0.4	1.2	-9	3.6	-3	-1.3
COCCN(Cc1cc2cc(C)ccc2nc1Cl)C(=O)Nc1ccccc1C	0.3	-7	1	4	0	2.0	-0.1	3	0.8	-1	-1.6
Cc1cc(O)ccc1NC(=S)NC(=O)c1cncc(Br)c1	0.3	9	1	8	3	0.0	-0.1	0	3.2	2	-0.6
CCOc1ccccc1NC(=O)Cn1c(=O)n(-c2ccccc2)c(=O)c2oc3ccccc3c21	-0.2	9	3	3	-3	2.5	-0.1	5	0.8	-2	-0.9
CCOC(=O)C1=CN(CC)S(=O)(=O)NC1c1ccc2ccccc2c1 (stereo not drawn)	-0.6	-4	-1	0	3	1.8	-0.6	-1	-2.8	-5	-0.5
CC1(C(=O)NCc2ccc(Cl)c(Cl)c2)Oc2cccnc2NC1=O (stereo not drawn)	-0.4	1	-2	-4	3	0.8	-0.1	-5	-2.7	-1	-1.8
O=C(CSc1nnc(COc2cccc3cccnc23)o1)N1CCc2ccccc21	-0.4	-9	-2	1	1	0.2	-0.3	3	0.6	-1	-0.2
O=C(C(=O)N1CCN(c2ccccc2)CC1)c1c[nH]c2ccccc12	0.2	-3	-4	-1	1	0.1	0.6	-7	-2.2	-3	-1.2
Cc1cc(C)c(OCCCCNCc2ccccc2)c(Cl)c1	1.1	0	-1	5	3	0.3	0.4	1	2.0	4	-0.4
COc1ccc(OC)c(N(CC(=O)N2CCCC2)S(=O)(=O)c2ccc(C)cc2)c1	-1.3	5	-3	0	7	-1.8	-0.3	-5	0.2	-3	-0.7
COc1cc(NC2CCCCC2O)c2nc(-c3ccc(Cl)cc3)ccc2c1 (stereo not drawn)	0.3	-4	-9	-108	-9	-0.4	0.0	-144	0.3	-2	-0.7
N#CCCN(Cc1ccccc1)C(=O)Nc1ccc(F)cc1	0.0	-2	0	3	0	-1.7	-0.6	-7	0.6	-2	-1.1
C/C(=N\OC(=O)c1cccc(C)c1)c1sc(-c2ccccc2)nc1C	0.2	8	2	3	-4	1.4	0.5	1	0.0	1	-1.1
CC(C)C(=O)Nc1nnc(SCC(=O)Nc2ccc3c(c2)OCO3)s1	0.8	2	0	1	-1	2.2	-1.9	1	0.8	3	-1.1
Cc1noc(C)c1C(=O)OCC(=O)NCCC1=CCCCC1	1.2	-2	-5	-1	0	-1.1	-0.1	0	0.1	-2	-0.6
COC(=O)C1=C(C)N(Cc2ccccc2C(F)(F)F)C(=NCc2cccc(C(F)(F)F)c2)NC1CCc1ccccc1 (stereo not drawn)	nt	8	-2	0	2	-0.3	-0.6	-1	-0.7	-4	-0.4
COCCNC(=S)N(CCc1c(C)[nH]c2ccc(F)cc12)Cc1cccnc1	0.4	3	0	-1	6	-2.4	-0.3	-4	-2.2	-3	-0.6
Cc1nc(SCC(=O)N2CCN(c3ccccc3)CC2)n[nH]1	-0.8	11	0	1	-8	-1.4	0.3	4	0.9	-3	-0.4
Cc1cc(C)c2c(NC(N)=S)n[nH]c2n1	1.6	0	-7	0	5	-1.8	-0.2	-5	1.1	-2	-1.8
COc1cccc2cc(C(=O)N3CCCCC3C)c(=O)oc12 (stereo not drawn)	0.8	3	-9	-35	3	0.2	0.3	-45	1.1	0	-1.3
CCCCc1c(C)nc(N)[nH]c1=O	0.3	-6	0	2	-4	-0.2	-0.4	3	-0.6	0	-1.0
O=C(NCCCCc1ccccc1)c1cc([N+](=O)[O-])cc([N+](=O)[O-])c1	0.9	-3	-1	2	-3	-0.9	-0.6	-7	0.1	-2	-1.6
O=c1n(CCCN2CCN(c3cccc(Cl)c3)CC2)nc2ccccn12	-0.4	-4&-4	-137	-242	-2	-0.8	-0.2	-356	-4.5	-5	-0.5
CC(C)(C)NC(=O)C1CC(=O)N(CCc2ccc(F)cc2)C1 (stereo not drawn)	0.2	3	-2	4	2	0.9	-0.1	0	-2.3	-1	-1.4

Part of the list above in order of SMILES length, highest first.
SMILES	DAX1 inh-1	NR1D1 modulator	ADAM17 inh	PLCg1 inh	MBD2 DNA inh	hcDAF12 agonist	DAX1 inh-2	PLC-beta3 inh	hgDAF-12 ag	SMARCA2 act	ssDAF12 agonist
O=C(NCCCCc1ccccc1)c1cc([N+](=O)[O-])cc([N+](=O)[O-])c1	0.9	-3	-1	2	-3	-0.9	-0.6	-7	0.1	-2	-1.6
C/C(=N\OC(=O)c1cccc(C)c1)c1sc(-c2ccccc2)nc1C	0.2	8	2	3	-4	1.4	0.5	1	0.0	1	-1.1
CC(C)C(=O)Nc1nnc(SCC(=O)Nc2ccc3c(c2)OCO3)s1	0.8	2	0	1	-1	2.2	-1.9	1	0.8	3	-1.1
O=c1n(CCCN2CCN(c3cccc(Cl)c3)CC2)nc2ccccn12	-0.4	-4&-4	-137	-242	-2	-0.8	-0.2	-356	-4.5	-5	-0.5
CC(C)(C)NC(=O)C1CC(=O)N(CCc2ccc(F)cc2)C1 (stereo not drawn)	0.2	3	-2	4	2	0.9	-0.1	0	-2.3	-1	-1.4
Cc1nc(SCC(=O)N2CCN(c3ccccc3)CC2)n[nH]1	-0.8	11	0	1	-8	-1.4	0.3	4	0.9	-3	-0.4
COc1cccc2cc(C(=O)N3CCCCC3C)c(=O)oc12 (stereo not drawn)	0.8	3	-9	-35	3	0.2	0.3	-45	1.1	0	-1.3
Cc1noc(C)c1C(=O)OCC(=O)NCCC1=CCCCC1	1.2	-2	-5	-1	0	-1.1	-0.1	0	0.1	-2	-0.6
N#CCCN(Cc1ccccc1)C(=O)Nc1ccc(F)cc1	0.0	-2	0	3	0	-1.7	-0.6	-7	0.6	-2	-1.1
Cc1cc(C)c2c(NC(N)=S)n[nH]c2n1	1.6	0	-7	0	5	-1.8	-0.2	-5	1.1	-2	-1.8

Additional compounds follow:
SMILES	DAX1 inh-1	NR1D1 modulator	ADAM17 inh	PLCg1 inh	MBD2 DNA inh	hcDAF12 agonist	DAX1 inh-2	PLC-beta3 inh	hgDAF-12 ag	SMARCA2 act	ssDAF12 agonist
Cc1cccn2c(=O)c3cc(C(=O)NCC4CCCO4)c(=N)n(C4CCCCC4)c3nc12 (stereo not drawn)	-1.3	0	i	i	4	1.1	-0.2	i	3.7	-2	-1.1
O=C(Nc1cccc(Cl)c1)Nc1nnc(CSCCOc2ccc(Cl)cc2)s1	-1.0	2	-1	0	4	-1.3	0.1	0	0.0	0	-0.9
CC(C)n1c(SCC(=O)NCc2ccco2)nc2c1c(=O)n(C)c(=O)n2C	2.1	-1	4	2	2	-0.5	0.0	4	1.0	-1	-1.4
Cn1c(CN2CCCCC2)nc2cc(NC(=O)c3cccs3)ccc21	-1.2	6	-2	-6	-6	-1.1	0.0	-5	-3.0	-2	-1.6
COc1ccc(NC(=O)COc2ccc(-c3nn(C)c(=O)c4ccccc34)cc2)cc1	-1.0	6	-3	-2	1	-1.8	-1.2	-6	-0.7	-1	-1.7
Cc1nn(Cc2ccc(C(=O)Nc3nccs3)cc2)c(C)c1Cl	1.2	-6	0	-2	-1	0.1	0.3	-1	-5.3	5	-1.5
COc1c(Cl)ccc(Cl)c1C(=O)NCc1ccco1	0.1	0	-1	0	-6	-1.4	-0.6	-1	2.0	0	-0.9
COC(=O)c1cc(C)sc1NC(=O)CSc1ncccn1	0.8	4	0	3	3	-0.8	-0.3	-11	-1.1	-2	-1.0
COc1cnn(-c2ccc(Br)cc2)c(=O)c1SCc1ccccc1	1.5	-2	1	-2	-5	1.5	0.9	0	4.4	3	-0.7
O/N=C(\c1ccc2c(c1)OCCO2)C1CCCCC1	0.5	-1	-4	-1	1	-1.9	-0.7	3	-1.1	0	-1.3
O=C(NNC(=S)NCc1ccco1)c1ccc(Cl)s1	0.1	-1	-3	-8	1	-1.2	0.1	-3	0.3	0	-0.9
Cn1nc(C(C)(C)C)cc1C(=O)N1CCCCC1c1cc(C(=O)Nc2cccc(C#N)c2)no1 (stereo not drawn)	nt	6	-1	0	0	-1.7	-0.6	2	3.3	-4	-1.4
